Screening results deposited in PubChem by Sanford-Burnham Center for Chemical Genomics.
ER stress death = ER stress cell death inhibition; CSM14.1 thapsigargin ER stress survival, ATP luminescence; relative survival (cellular ATP), % at 15 µg/mL (by protocol); 48,000 tested, 0.33% active;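 active = survival measured by cellular ATP above 50% at 15 µg/ml in the first screen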;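 also: cell death triggered by about 15 µM thapsigargin; ATP read 24 h after thapsigargin was added; plate controls were thapsigargin with DMSO for no effect and DMSO without thapsigargin for full effect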
The depositor's hits bear a star; & = joins results of further samples. Some of the compounds tested; count on the stated rates, not on these rows.

SMILES	ER stress death
CCONC(=Nc1ccccc1OC)c1nonc1N	6
COC(=O)c1ccc(N2C(=O)c3ccc(C(=O)c4ccc5c(c4)C(=O)N(c4ccc(C(=O)OC)cc4)C5=O)cc3C2=O)cc1	7
CC(C)(C)c1ccccc1OCCCCCCN1CCOCC1	-22
Oc1cccc(/C=N/Nc2nncc(-c3ccccc3)n2)c1	-1
Cc1cc(-n2c(C)cc(C=O)c2C)ccc1Br	-4
O=C(NC(NC(=O)c1ccco1)c1ccc(F)cc1)c1ccco1	-1
COc1nnc(-c2ccc(C)cc2)c2ccccc12	4
Cc1ccc(O)c(-c2cc(-c3ccc(C(F)(F)F)cc3)n[nH]2)c1	7
CCC(C)c1ccc(NC(=O)c2ccc(Br)o2)c(O)c1 (configuration not stated)	11
CCCCOc1ccc(NC(=O)C2CC(=O)N(c3ccccc3)C2)cc1 (configuration not stated)	10
O=C(CSCc1ccc(Br)cc1)N/N=C/c1ccc(Sc2ccccn2)o1	15
O=C(NCc1ccco1)/C(=C/c1cccnc1)NC(=O)c1cccc(Br)c1	5
Cc1ccc(C)c(OCCOCCOc2ncnc3ccccc23)c1	3
COc1ccc(NC(=O)NCCOc2cc(C)ccc2C(C)C)cc1OC	12
Cc1c(OCc2c(F)cccc2Cl)ccc2c3c(c(=O)oc12)CCC3	9
CC1CCN(S(=O)(=O)c2ccc(N)cc2)CC1	-1
CC1SC(c2ccc(OCc3ccccc3)cc2)NC1=O (configuration not stated)	8
CCC(COC(C)=O)NC1=C(Cl)C(=O)c2ccccc2C1=O (configuration not stated)	-5
CN(C)c1ccc(/C=N/NC(=O)c2ccc(CN3CCOCC3)cc2)cc1Br	6
CN(C)c1nc(Nc2nc3ccccc3[nH]2)nc(N(C)C)n1	2
COc1ccc(OC)c(/C=C/C(=O)Nc2ccc(OC)cc2OC)c1	-5
CC(C)C(C(=O)O)N1C(=O)/C(=C\c2ccccn2)SC1=S (configuration not stated)	10
O=C(/C=C/c1ccc(-c2cccc([N+](=O)[O-])c2)o1)Nc1ccc(Cl)cc1	2
CCOC(=O)c1c(NC(=O)C(CC)Sc2nc(C)cc(C)n2)sc2c1CCCC2 (configuration not stated)	-1
COc1cccc(CN2CCN(C3CCCCCC3)CC2)c1OC	-3
COC(=O)CN1C(c2cc(OC)c(OC)c(OC)c2)Nc2ccc(C)cc2C1c1ccccc1 (configuration not stated)	0
O=C(CSc1nc2sc3c(c2c(=O)[nH]1)CCCC3)N1CCCCC1	-2
COc1cc(C(=O)Nc2c(C)cc(C)c(NC(=O)c3cc(OC)c(OC)c(OC)c3)c2C)cc(OC)c1OC	2
COc1cccc(NC(=O)/C(=C\c2cccc(Br)c2)NC(=O)c2ccccc2)c1	2
COc1cc(OC)c(OC)cc1/C=N/NC(=O)CSc1nc2ccccc2[nH]1	6
COc1ccc(C=C2C(=O)NC(=O)N(c3cccc(OC)c3)C2=O)cc1	5
Cn1c(=O)c2c(nc3n2CC(=O)N3c2cccc(Cl)c2)n(C)c1=O	-8
C/C(=N\NC(=O)c1[nH]nc2c1CCc1ccccc1-2)c1ccccc1O	-2
CCOc1c(C=C(C#N)C#N)c2ccccc2n1CC	-3
O=C(CN(c1ccc(F)cc1)S(=O)(=O)c1ccccc1)N1CCCCCC1	1
COc1cc(NC(=O)COc2ccc(C)c(C)c2)c(OC)cc1Cl	11
CCC(C)NC(=O)c1ccc(CN(c2ccc(C)c(C)c2)S(C)(=O)=O)cc1 (configuration not stated)	0
CCOC(=O)c1c(NC(=O)CCCOc2ccc(Cl)cc2Cl)sc(C)c1C	8
CC(C)Oc1ccc(C2C3=C(CC(C)(C)CC3=O)Nc3ccccc3N2C(=O)Cc2ccccc2)cc1 (configuration not stated)	11
O=C(CCNc1ccc(Cc2ccncc2)cc1)c1cccc([N+](=O)[O-])c1	-4
Cc1sc(NC(=O)CC(c2ccccc2)c2ccccc2)c(C(N)=O)c1C	5
CC1CN(C(=O)c2cc(-c3ccccc3)nc3ccccc23)CC(C)O1 (configuration not stated)	7
COc1ccc(N=Cc2c(O)n(-c3cc(OC)ccc3OC)c(=O)[nH]c2=O)cc1	5
Cc1ccc(NC(=O)/C(=C/c2ccccc2Cl)NC(=O)c2ccc(C)cc2)cc1	2
COC(=O)C(=O)c1c[nH]c2ccccc12	8
CCCc1nc2ccccc2n1CC(O)COc1ccc([N+](=O)[O-])cc1 (configuration not stated)	1
O=C1NC(=S)NC(=O)C1=Cc1cn(CCOc2ccc(Br)cc2)c2ccccc12	2
CC(C)C(=O)NCCN1CCOCC1	6
COC(=O)C1=C(C)NC2=C(C(=O)c3ccccc32)C1c1ccc(-c2ccc([N+](=O)[O-])cc2OC)o1 (configuration not stated)	1
Cc1ccc(Cl)cc1NC(=O)c1ccccc1N(Cc1ccccc1)S(=O)(=O)c1ccccc1	4
N/C(=N\c1nc2ccccc2o1)NC(=O)c1ccccc1	6
COc1cccc(C(=O)Nc2ccc(I)cc2C)c1	-2
CCCn1c(=O)c(C(=O)Nc2cccc(C)n2)c(O)c2ccccc21	14
COc1cccc(OC)c1C(=O)Nc1ccc(Cl)c(C(N)=O)c1	9
CC(=O)c1ccc(Nc2ccc([N+](=O)[O-])cc2[N+](=O)[O-])cc1	5
CC(Oc1ccccc1)C(=O)Nc1ccc(C(N)=O)cc1 (configuration not stated)	10
Cc1cccc(OCC(=O)Nc2ccc3oc4ccccc4c3c2)c1	-6
CCc1ccc(-n2c(C)cc(/C=N/NC(=O)c3cccnc3)c2C)cc1	-4
Cc1c(NC(=O)COc2ccc(F)cc2)c(=O)n(-c2ccccc2)n1C	2
O=C1c2ccccc2C(=O)N1C1C(=O)N(c2ccc(Br)cc2)C1c1ccccc1 (configuration not stated)	9

(listing goes on)
SMILES	ER stress death
O=C(NCC1CCCO1)Nc1cccc(Cl)c1 (configuration not stated)	9
Cc1ccc(NCCC(=O)c2ccc(Cl)cc2)cc1	5
CCCCOc1ccc(N2C(=O)c3cccc4cccc(c34)C2=O)cc1	12
COCCCNC(=O)CC(=O)N/N=C/c1cccc(OC)c1OC	0
CC1=NN(c2ccccc2)C(=O)/C1=C\C=C\c1cccc([N+](=O)[O-])c1	7
Cc1cc(C)cc(NC(=O)Cc2ccc([N+](=O)[O-])cc2)c1	8
NC(=O)c1c(N)sc2c1CCCCCC2	-3
CCc1ccccc1NC(=O)c1ccncc1	7
Cc1ccc(NC(=O)C2CCCN2C(=O)C(C)(C)C)cc1 (configuration not stated)	11
CC(C)COc1ccc(C(=O)Nc2ccc3oc(-c4cccnc4)nc3c2)cc1	-2
Cc1ccc(/C=N/N2CCN(Cc3ccc(Cl)cc3)CC2)s1	0
COc1ccc(/C(C)=N/n2cnnc2)cc1	0
O=C(NC(NC(=S)Nc1ccc(I)cc1)C(Cl)(Cl)Cl)c1cccc([N+](=O)[O-])c1 (configuration not stated)	3
CCOC(=O)C1=C(C)N=c2s/c(=C\C=C\c3ccco3)c(=O)n2C1c1ccc(OC)cc1 (configuration not stated)	10
O=C(NCCc1ccccc1)c1ccc(I)cc1	0
COc1cc(/C=N/N2C(=O)CSC2=S)ccc1OCCOc1cc(C)ccc1C(C)C	2
O=C(O)/C(S)=C\c1ccc(Cl)cc1	8
CC(Oc1cccc(Cl)c1)C(=O)N1CCN(c2ccc(Cl)cc2)CC1 (configuration not stated)	-1
O=C(N/N=C/c1ccc(/C=N/NC(=O)Nc2ccccc2)cc1)Nc1ccccc1	5
O=C(Nc1ccc(O)c(-c2nc3ccccc3s2)c1)c1cccc(Cl)c1Cl	-1

A different layout for part of the listing above.
compound: CCCCOc1ccc(N2C(=O)c3cccc4cccc(c34)C2=O)cc1
- ER stress death = 12

compound: CC(Oc1cccc(Cl)c1)C(=O)N1CCN(c2ccc(Cl)cc2)CC1 (configuration not stated)
- ER stress death = -1

(further entries)
SMILES	ER stress death
CCOCCOC(=O)c1cccc(NC(=O)OCC)c1	1
O=S(=O)(c1ccccc1)N1CCN(Cc2ccccn2)CC1	-3
CCOC(=O)C1NN=C(C(=O)c2ccccc2)C1c1ccccc1 (configuration not stated)	-2
Cc1c(NC(=O)C(C)Oc2ccc(Cl)cc2Cl)c(=O)n(-c2ccccc2)n1C (configuration not stated)	4
Cc1ccc(-c2c(C#N)c(N)nc3c2CCCCC3)s1	3
NC1=NC(=O)CC(C(=O)Nc2cccc([N+](=O)[O-])c2)S1 (configuration not stated)	-1
O=C1CCC(C(=O)O)(c2ccccc2)N1c1ccccc1 (configuration not stated)	6
Brc1ccc(CSc2ncn[nH]2)cc1	8&6
CN(C)c1ccc(C(=O)c2ccccc2C(=O)O)c(O)c1	-2
Cc1ccc2c(Cl)c(C(=O)NCc3ccc(Cl)cc3)sc2c1	3
Cc1ccccc1NC(=O)CC1CCCCC1	0
CCSc1nnc(NC(=O)c2ccc(Br)cc2)s1	11
O=C(CN1C(=O)/C(=C/c2ccccc2Cl)SC1=S)Nc1cccc(O)c1	-1
NS(=O)(=O)c1ccc(N=Cc2ccc(Cl)cc2)cc1	0
Cc1ccc(-c2cc(C(=O)NC(C)C)c3ccccc3n2)s1	5
COc1ccccc1N1CCN(C(=O)COc2ccc(C)cc2C)CC1	2
COC(=O)C1C(c2ccccc2)N(c2ccccc2)OC1(C)O (configuration not stated)	1
CCc1nnc(NC(=O)CN2C(=O)/C(=C/c3ccc(OC)c(OC)c3)SC2=S)s1	8
COc1ccccc1NC(=O)c1cc([N+](=O)[O-])ccc1Br	9
O=C(CSc1nc2ccccc2s1)NC(c1ccccc1)c1ccccc1	3

Among those listed so far, 2 contain a tert-butyl group:
SMILES	ER stress death
CC(C)(C)c1ccccc1OCCCCCCN1CCOCC1	-22
Cc1ccc(NC(=O)C2CCCN2C(=O)C(C)(C)C)cc1 (configuration not stated)	11

Going on with the list.
SMILES	ER stress death
CC(C)(C)c1ccc(S(=O)(=O)/N=C2\C=CC(=O)C(Br)=C2)cc1	1
Cc1ccc(/C(O)=C2\C(=O)C(=O)N(c3ccc(O)cc3)C2c2ccc([N+](=O)[O-])cc2)cc1 (configuration not stated)	8
CC(=O)Oc1cccc(C(=O)Nc2cc(C)on2)c1	-4
COc1ccccc1C(=O)Nc1ccc2c(c1)OCO2	1
CC(=O)NN1C(=O)c2ccc(Oc3cccc([N+](=O)[O-])c3)cc2C1=O	2
CC1=C(C(=O)Nc2ccc(Br)cc2)C(c2ccccc2)NC(=S)N1 (configuration not stated)	-2
COc1ccc(C[n+]2cccc(C(=O)Nc3c(C)cccc3C)c2)cc1OC	8
Cn1c(O)c(C=NCC2CCN(C(=S)Nc3ccccc3)CC2)c(=O)n(C)c1=O	6
CC(=O)NC(c1ccccc1)c1c(OC(=O)c2ccccc2)ccc2ccccc12 (configuration not stated)	5
COc1ccccc1/C=C1\SC(=S)N(CCC(=O)Nc2cccc(C)c2)C1=O	2
O=C(O)C1C(C(=O)Nc2ccccc2)C2C=CC1C21CC1 (configuration not stated)	5
O=C(N/N=C\c1ccc(OC(=O)c2ccc3c(c2)OCO3)cc1)c1ccc([N+](=O)[O-])cc1	-2
CC(C)CC(=O)N1CCN(Cc2cccc(C(F)(F)F)c2)CC1	-9
Cc1ccccc1OCC(=O)Nc1cccc(C(F)(F)F)c1	-5
O=C(O)C1C2CCC(O2)C1C(=O)NCc1ccc2c(c1)OCO2 (configuration not stated)	-2
O=C1/C(=C\c2cc([N+](=O)[O-])ccc2O)SC(=S)N1c1cccc(C(F)(F)F)c1	6
COc1ccc(-n2c(C)ccc2-c2ccccc2)cn1	0
Cc1ccc(C)c(NC(=O)CSc2nc3ccccc3o2)c1	14
O=C1CC(N2CCN(Cc3ccccc3)CC2)C(=O)N1c1ccc(Cl)c(Cl)c1 (configuration not stated)	-3
COC(=O)c1sccc1NC(=O)c1ccc2c(c1)OCO2	4

Some of the entries so far, as labelled records:
COc1ccc(NC(=O)NCCOc2cc(C)ccc2C(C)C)cc1OC
- ER stress death: 12
CC1CN(C(=O)c2cc(-c3ccccc3)nc3ccccc23)CC(C)O1 (configuration not stated)
- ER stress death: 7
COc1ccc(OC)c(/C=C/C(=O)Nc2ccc(OC)cc2OC)c1
- ER stress death: -5
COc1ccc(C[n+]2cccc(C(=O)Nc3c(C)cccc3C)c2)cc1OC
- ER stress death: 8

(listing goes on)
SMILES	ER stress death
Cc1n[nH]c(C)c1CCC(=O)N/N=C/c1ccc(O)cc1O	18
O=C(N/N=C/c1ccc(O)c(Br)c1)c1ccccc1	13
COc1cc(OC)cc(C(=O)N2CCN(C3CCCCCC3)CC2)c1	2
O=C(Cn1nnc(-c2ccccc2)n1)Nc1cccc([N+](=O)[O-])c1	-4
O=C(CCNc1ccc(Cl)c(Cl)c1)c1cccs1	13
Cc1nnc(C)n1/N=C/c1ccc(O)cc1	3
CC(C)N1CCN(C(=O)c2ccc(-c3ccccc3)cc2)CC1	-3
O=C1c2ccc(-c3nc4ccccc4c(=O)o3)cc2C(=O)N1c1c[nH]c(=O)[nH]c1=O	-3
CCc1ccc(N2NC(=O)/C(=C/c3ccc(-c4ccc(S(N)(=O)=O)cc4)o3)C2=O)cc1	0
O=C1/C(=C/c2ccc([N+](=O)[O-])cc2)SC(=S)N1c1ccc(F)cc1	7
COc1ccc(Br)cc1/C=C/C(=O)Nc1c(C)cccc1C	1
O=C(O)c1ccc(S(=O)(=O)c2ccc3c4c(cccc24)C(=O)N(c2cccc(O)c2)C3=O)cc1	-2
CC1=NN(c2ccc(S(N)(=O)=O)cc2)C(=O)/C1=C\c1ccc(OCc2ccccc2)cc1	1
CCCSc1nc2sc3c(c2c(=O)n1-c1ccc(C)cc1)CCN(Cc1ccccc1)C3	-35
COC(=O)c1ccccc1-c1ccc(/C=C2\C(=O)NN(c3ccccc3)C2=O)o1	-3
